High-throughput results: PubChem, Broad Institute
ERAP1 inh: blocks human ERAP1 aminopeptidase activity; AID 652197; inhibition, % at 10.7 µM; 0.15% of 340,000 active; Q9NZ08; recombinant ERAP1, Leu-AMC fluorescence, 60 min;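 active = mean replicate inhibition of at least 30%, or all replicates individually reaching that 30% level; inactive = mean below 30% and not every replicate reaching it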;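 also: 0% = neutral control wells and 100% = L-leucinethiol positive control wells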
E-sel inducer: E-selectin induction on HUVECs. activation, % at 7.58 µM. 0.37% of 260,000 active. HUVEC E-selectin immunofluorescence imaging; normalized: neutral wells 0, TNF-alpha wells 100;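 active = mean E-selectin-positive cell signal at least 10% of the positive control, reached in at least 60% of replicates, without over 20% cell loss; inconclusive = no rule given, readout overlaps actives, possibly toxicity-flagged; inactive = the rest, including those meeting only one limit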;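 also: in these data hits start at about 27%; measured in HUVEC primary endothelial cells; signal is the percent of cells scored E-selectin positive by PE staining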
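Test system – human umbilical vein endothelial cells (HUVEC), E-selectin induction · Input – 3,000 HUVEC seeded per well · Buffer or medium – EGM-2, gelatin · Compound dosing – single-point compound dose · Detection – immunofluorescence imaging · Measure – percent E-selectin-positive cells · Controls – TNF-alpha high, DMSO low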
S100A4 MyoIIA: S100A4-myosin IIA interaction inhibition. P26447. S100A4/TAMRA-MyoIIA peptide fluorescence polarization. inhibition, % at 10.7 µM. 0.14% of 360,000 active. AID 652163;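 active = mean inhibition of at least 70% across replicates, with every replicate also reaching that level; inconclusive = mean inhibition reaches 70% but some replicates fall short; inactive = mean inhibition below 70%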
Target sequence (P26447 whole entry, looked up): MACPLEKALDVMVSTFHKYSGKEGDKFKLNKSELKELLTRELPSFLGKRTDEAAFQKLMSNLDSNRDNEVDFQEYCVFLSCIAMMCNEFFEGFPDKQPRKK
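Material: human S100A4 monomer with TAMRA-labelled myosin IIA peptide; buffer or medium: HEPES pH 7.2 with CaCl2, KCl, NaCl, DTT, Triton; compound dosing: one concentration per compound; schedule: 5 min incubation before reading; benchmarks: neutral control DMSO, positive control TFP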
RAD54 branch: inhibitors of human RAD54 branch migration; inhibition, % at 10.4 µM; RAD54 Holliday junction branch migration, FAM/BHQ fluorescence; 0.14% of 360,000 active; AID 602329; Q92698;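 active = mean normalized replicate activity at least 40 and at least half of replicates scoring 40 or more; inconclusive = only one of the two criteria met; inactive = mean below 40 and under half of replicates reaching 40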;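 also: 0% = median of neutral control wells and 100% = median of positive control wells; inhibitors cause a drop in the FAM fluorescence signal; in these data hits start at about 50%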
RAD52 inh: blocks human RAD52 DNA annealing | P43351 | recombinant RAD52 DNA annealing, FRET fluorescence | inhibition, % at 18.7 µM | 0.46% of 360,000 active | AID 651710;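 active = every replicate showing at least 50% inhibition; inconclusive = mean inhibition at least 50% but not in every replicate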
Target sequence (P43351 whole entry, looked up): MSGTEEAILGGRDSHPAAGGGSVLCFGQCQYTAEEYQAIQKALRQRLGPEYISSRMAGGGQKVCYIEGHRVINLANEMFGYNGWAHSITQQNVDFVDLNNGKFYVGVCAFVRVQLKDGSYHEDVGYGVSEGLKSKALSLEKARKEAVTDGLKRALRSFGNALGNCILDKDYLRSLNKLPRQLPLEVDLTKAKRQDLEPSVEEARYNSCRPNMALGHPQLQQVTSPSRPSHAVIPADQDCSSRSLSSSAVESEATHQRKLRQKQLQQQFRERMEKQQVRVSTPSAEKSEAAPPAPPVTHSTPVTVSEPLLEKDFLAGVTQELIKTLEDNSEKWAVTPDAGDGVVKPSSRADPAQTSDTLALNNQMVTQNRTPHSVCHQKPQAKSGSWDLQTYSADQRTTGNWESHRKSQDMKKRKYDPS
Xi reactivation: reactivates the inactive X chromosome in mouse fibroblasts | XiGFP mouse fibroblasts, % GFP-positive cells imaging, 3 d; cells co-treated with 5-aza-dC sensitizer; scaled so ellipticine positive control = 100% | activation, % at 7.58 µM | 0.055% of 360,000 active;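 active = mean normalized replicate activation at least 10% and every replicate at or above 10%; inconclusive = only one of the two criteria met; inactive = mean below 10% and not all replicates reach 10%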;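 also: 0% = median of on-plate neutral control wells and 100% = ellipticine 6 µM median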
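assay system = SV40-immortalized XiGFP fibroblast cells, line 68-5-11 | buffer or medium = DMEM plus 5-aza-dC sensitizer | doses = single-point pinned compound dosing | times = 3-day compound exposure, then 15 min fixation at room temperature | benchmarks = positive control ellipticine, 6 µM final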
ERp5 block: inhibitors of human ERp5; inhibition, % at 9.99 µM; Q15084; 0.05% of 350,000 active; ERp5 insulin aggregation, absorbance 650 nm, 90 min;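 active = mean replicate inhibition above about 25%, with every replicate also reaching it, limit read from the data, passing the limit was not always enough; inconclusive = only one of those two criteria met; inactive = neither criterion met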
Target sequence (Q15084 whole entry, looked up): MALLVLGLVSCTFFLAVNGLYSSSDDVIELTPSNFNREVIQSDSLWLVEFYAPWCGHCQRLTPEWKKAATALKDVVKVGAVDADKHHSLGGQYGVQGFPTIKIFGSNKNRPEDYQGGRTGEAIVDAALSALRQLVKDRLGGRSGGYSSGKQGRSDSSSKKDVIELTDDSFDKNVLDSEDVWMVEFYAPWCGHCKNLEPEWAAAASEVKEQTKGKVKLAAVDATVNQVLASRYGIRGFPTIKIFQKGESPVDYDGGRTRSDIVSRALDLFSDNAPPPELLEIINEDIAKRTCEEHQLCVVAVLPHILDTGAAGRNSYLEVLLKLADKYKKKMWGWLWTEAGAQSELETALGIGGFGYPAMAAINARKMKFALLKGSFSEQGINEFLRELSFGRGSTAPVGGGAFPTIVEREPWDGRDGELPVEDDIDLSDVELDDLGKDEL
esBAF inh: inhibitors of esBAF chromatin remodeling in mouse ES cells. AID 602393. reporter increase, % at 12.5 µM. 2% of 350,000 active. Bmi1-luciferase knock-in reporter, 24 h; 100% = twice the neutral-well signal; in the data active = activation above about 40%; inconclusive = no clear call, values can overlap the other calls;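 also: 0% = median of the plate's neutral control wells and 100% = double that signal; a rise in the Bmi1 reporter signal indicates esBAF inhibition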
* = called active by the depositor; ? = inconclusive; · = not tested or not shown; & = joins results of further samples.

(1) CCc1ccc(N2C(=O)C3C4C=CC(CC4)C3C2=O)cc1 (stereo unspecified)
(2) CC(=O)c1ccc(NC(=O)NNS(=O)(=O)c2ccc(F)cc2)cc1
(3) O=C(CC(c1ccccc1)c1ccccc1O)NCc1ccco1 (stereo unspecified)
(4) C[C@@H]1CN([C@@H](C)CO)C(=O)Cc2cc(NC(=O)CCCN(C)C)ccc2O[C@H]1CN(C)C
(5) Cc1occc1-c1nnc(SCC(=O)O)n1-c1ccccc1
(6) COCCCNC(=O)CN1C(=O)COc2ccc(S(=O)(=O)N3CC(C)CC(C)C3)cc21 (stereo unspecified)

entry no. | 1 | 2 | 3 | 4 | 5 | 6
ERAP1 inh | -1 | -1 | -2 | 0 | 0 | 3
E-sel inducer | 0.7 | -0.2 | · | · | 0.3 | ·
S100A4 MyoIIA | 0 | 4 | -1 | -11 | 12 | -3
RAD54 branch | -2 | 2 | 6 | -14 | 12 | -15
RAD52 inh | -9 | -39 | -4 | 12 | -18 | 7
Xi reactivation | -0.1 | 0.3 | · | 0.2 | 0.1 | 0.0
ERp5 block | 5 | 3 | 0 | 2 | 10 | ·
esBAF inh | 14 | · | -6 | 0 | -4 | 2

(7) CC(NC(=O)c1cc(COc2ccc3ncccc3c2)on1)c1ccc(F)cc1 (stereo unspecified)
(8) CS(=O)(=O)c1ccc(C(=O)N2CCN(S(=O)(=O)c3ccc(C4CCCCC4)cc3)CC2)cc1
(9) CCOc1ccc(S(=O)(=O)c2cn(C)c3cc(OC)c(OC)cc3c2=O)cc1
(10) Cc1nnc(SCC(=O)NCC(=O)Nc2ccc(F)c(F)c2F)n1Cc1ccccc1
(11) C/C(=N\Nc1ccccc1[N+](=O)[O-])c1ccccc1O
(12) O=C(Cc1cccc([N+](=O)[O-])c1)Nc1cccc(C(=O)N2CCCC2)c1

entry no. | 7 | 8 | 9 | 10 | 11 | 12
ERAP1 inh | 1 | 2 | -2 | 2 | 1 | 0
E-sel inducer | -0.1 | · | · | -1.8 | -0.2 | -0.2
S100A4 MyoIIA | 1 | 1 | -2 | -1 | -5 | -5
RAD54 branch | 6 | 5 | 1 | · | 3 | 7
RAD52 inh | -3 | -6 | -1 | -11 | -6 | -6
Xi reactivation | 0.0 | 0.2 | 0.0 | 0.3 | 0.0 | 0.0
ERp5 block | 2 | -5 | -1 | 1 | 2 | 3
esBAF inh | -14 | 6 | -6 | · | ? | 5

Some of these compounds in order of molar mass, ascending.
(11) C/C(=N\Nc1ccccc1[N+](=O)[O-])c1ccccc1O
(5) Cc1occc1-c1nnc(SCC(=O)O)n1-c1ccccc1
(12) O=C(Cc1cccc([N+](=O)[O-])c1)Nc1cccc(C(=O)N2CCCC2)c1
(7) CC(NC(=O)c1cc(COc2ccc3ncccc3c2)on1)c1ccc(F)cc1 (stereo unspecified)
(9) CCOc1ccc(S(=O)(=O)c2cn(C)c3cc(OC)c(OC)cc3c2=O)cc1
(6) COCCCNC(=O)CN1C(=O)COc2ccc(S(=O)(=O)N3CC(C)CC(C)C3)cc21 (stereo unspecified)
(8) CS(=O)(=O)c1ccc(C(=O)N2CCN(S(=O)(=O)c3ccc(C4CCCCC4)cc3)CC2)cc1

entry no. | 11 | 5 | 12 | 7 | 9 | 6 | 8
ERAP1 inh | 1 | 0 | 0 | 1 | -2 | 3 | 2
E-sel inducer | -0.2 | 0.3 | -0.2 | -0.1 | · | · | ·
S100A4 MyoIIA | -5 | 12 | -5 | 1 | -2 | -3 | 1
RAD54 branch | 3 | 12 | 7 | 6 | 1 | -15 | 5
RAD52 inh | -6 | -18 | -6 | -3 | -1 | 7 | -6
Xi reactivation | 0.0 | 0.1 | 0.0 | 0.0 | 0.0 | 0.0 | 0.2
ERp5 block | 2 | 10 | 3 | 2 | -1 | · | -5
esBAF inh | ? | -4 | 5 | -14 | -6 | 2 | 6

Continuation.
(13) CCN(CC)S(=O)(=O)c1cc(NC(=O)CCNC(=O)c2ccco2)ccc1C
(14) C[C@H](CO)N1C[C@H](C)[C@H](CN(C)S(=O)(=O)c2ccc(Cl)cc2)Oc2ccc(NS(=O)(=O)c3ccc(F)cc3)cc2CC1=O
(15) Cc1noc(C)c1NC(=O)N(C)C[C@H]1Oc2ccc(NC(=O)Nc3ccccc3)cc2C(=O)N([C@H](C)CO)C[C@@H]1C
(16) CC1CCCC(n2c(=S)[nH]c3ccccc3c2=O)C1C (stereo unspecified)
(17) CC1CCN(CC(=O)N2c3ccccc3CC2C)CC1 (stereo unspecified)
(18) Cc1ccccc1CN1CCN(S(=O)(=O)c2cccc3nsnc23)CC1

entry no. | 13 | 14 | 15 | 16 | 17 | 18
ERAP1 inh | 1 | · | -3 | -4 | 8 | 1
E-sel inducer | 0.1 | 92* | -0.1 | · | 0.0 | -0.4
S100A4 MyoIIA | -14 | · | 41 | 2 | 15 | 0
RAD54 branch | -7 | -26 | 2 | 0 | · | -8
RAD52 inh | -11 | · | -16 | -7 | -10 | -3
Xi reactivation | 0.0 | -0.2 | 0.9&0.1 | · | 0.1 | -0.1
ERp5 block | 0 | · | 3 | -1 | 5 | -2
esBAF inh | -1 | 0 | -1 | -1 | · | 0

(19) COc1ccc(NC(=O)N(C)C[C@H]2OCCCC[C@H](C)Oc3ccc(NC(=O)Nc4cccc5ccccc45)cc3C(=O)N([C@H](C)CO)C[C@H]2C)cc1
(20) CC(NC(=O)c1ccnn1C)C1CCCO1 (stereo unspecified)
(21) COc1ccccc1NC(=O)C1CCN(S(C)(=O)=O)CC1
(22) O=c1n(Cc2ccccc2)nc2n1-c1ccccc1SC2
(23) O=C(CCN1CCN(CCO)CC1)Nc1ccc(C2CCCC2)cc1
(24) CCN1C(=O)[C@H]2[C@@H](c3ccc(-c4ccc(Cl)c(Cl)c4)cc3)N[C@@](Cc3ccccc3)(C(=O)OC)[C@H]2C1=O

entry no. | 19 | 20 | 21 | 22 | 23 | 24
ERAP1 inh | · | -1 | -3 | 2 | 8 | -4
E-sel inducer | 0.2 | 0.7 | · | · | · | 0.1
S100A4 MyoIIA | · | -9 | -3 | -1 | 3 | -4
RAD54 branch | -6 | · | 6 | · | · | 5
RAD52 inh | · | -9 | -13 | 4 | 13 | -7
Xi reactivation | 0.3 | 0.0 | 0.0 | 0.2 | -0.6 | -0.2
ERp5 block | · | 6 | 3 | · | 2 | 6
esBAF inh | 0 | · | 1 | · | · | 9

(25) COc1ccc(-c2ccn(-c3cccc(F)n3)n2)cc1
(26) CC(C)[C@H](N)C(=O)NC[C@H](CC(=O)NC[C@H]1CC[C@H](C(=O)O)CC1)c1ccc(Cl)cc1
(27) O=C(COC(=O)c1cc(=O)[nH]c2ccccc12)Nc1ccc(F)cc1F
(28) COCCNC(=O)c1ccccc1N(Cc1ccccc1)S(=O)(=O)c1ccc(C)cc1
(29) COc1ccc(N2CCN(CCCNC(=O)C(=O)c3c(C)[nH]c4ccccc34)CC2)cc1
(30) CNc1cc(-c2cccc(OC)c2F)nc2ccnn12

entry no. | 25 | 26 | 27 | 28 | 29 | 30
ERAP1 inh | 2 | 6 | 4 | 0 | 2 | 2
E-sel inducer | -0.7 | · | -0.3 | -0.5 | · | 0.9
S100A4 MyoIIA | 2 | 0 | -19 | 1 | -18 | 3
RAD54 branch | · | 4 | -22 | · | 5 | -6
RAD52 inh | -10 | 0 | -5 | 2 | -16 | -11
Xi reactivation | 0.0 | 0.1 | 0.0 | 0.1 | 0.5 | 0.0
ERp5 block | 9 | -1 | -3 | -4 | -8 | -6
esBAF inh | 54* | 0 | 5 | · | 2 | 4

(31) CC(C)NC(=O)COC(=O)/C=C/c1ccco1
(32) CN1C[C@@H](O)COC[C@H]2O[C@@H](CC(=O)NC3CCCC3)CC[C@@H]21
(33) C[C@@H]1CN([C@@H](C)CO)S(=O)(=O)c2ccc(-c3ccncc3)cc2O[C@H]1CN(C)Cc1cncnc1
(34) COc1ccc(-c2nc(CS(=O)(=O)CC(=O)Nc3cccc(C(C)=O)c3)c(C)o2)cc1
(35) CCOC(=O)C1CCCN(C(=O)CNS(=O)(=O)c2ccc(Br)s2)C1 (stereo unspecified)
(36) CCOC(=O)C(=O)Nc1cc(C(=O)OC)cc(C(=O)OC)c1

entry no. | 31 | 32 | 33 | 34 | 35 | 36
ERAP1 inh | -3 | 1 | 0 | 3 | -1 | -2
E-sel inducer | · | 0.1 | 1.0 | · | · | 2.0
S100A4 MyoIIA | 3 | -1 | 4 | 3 | 5 | -7
RAD54 branch | · | -8 | -1 | -1 | -3 | ·
RAD52 inh | -47 | -5 | 14 | -41 | 0 | -26
Xi reactivation | 0.1 | 0.1 | 0.6 | 0.2 | · | 0.3
ERp5 block | -6 | 1 | -1 | 0 | 4 | 2
esBAF inh | · | 3 | -9 | 0 | 1 | ·

(37) CCOC(=O)C1(Cc2ccccc2)CCN(Cc2ccc3c(c2)OCCO3)CC1
(38) Cc1cc2nc(-c3ccco3)cc(C(F)(F)F)n2n1
(39) C[C@H](CO)N1C[C@H](C)[C@@H](CN(C)C(=O)Nc2ccc(C(F)(F)F)cc2)OCCCC[C@H](C)Oc2ccc(NC(=O)C3CCCCC3)cc2C1=O
(40) COC(=O)Cc1csc(NC(=O)CSc2nncn2C)n1
(41) COc1ccc(C(=O)N/C(=C\c2ccc(Cl)cc2)C(=O)NCc2ccncc2)cc1
(42) COc1ccc(C(=O)NCCc2nnc3ccc(SCC(=O)Nc4ccccc4)nn23)cc1

entry no. | 37 | 38 | 39 | 40 | 41 | 42
ERAP1 inh | 7 | -2 | 0 | 2 | 6 | 0
E-sel inducer | · | 0.0 | 0.1 | 0.3 | -0.1 | 0.1
S100A4 MyoIIA | -1 | -1 | -7 | 10 | -1 | -4
RAD54 branch | · | -15 | -21 | 7 | 6 | 4
RAD52 inh | -9 | -19 | -18 | -10 | -13 | 12
Xi reactivation | 0.0 | 0.0 | -0.9 | 0.2 | 0.2 | 0.1
ERp5 block | -6 | 0 | -1 | -4 | 1 | 0
esBAF inh | 5 | 2 | 0 | -3 | -2 | 1

(43) COc1cc(/C=C2/SC(=Nc3ccc(O)cc3)NC2=O)cc(OC)c1O
(44) C[C@@H]1CN([C@@H](C)CO)C(=O)c2cc(NC(=O)Nc3ccc4c(c3)OCO4)ccc2O[C@@H](C)CCCCO[C@H]1CN(C)Cc1ccc(C(F)(F)F)cc1
(45) COc1ccccc1S(=O)(=O)Cc1ccc(C(=O)N2CCN(c3ccc(C)cc3)C(C)C2)o1 (stereo unspecified)
(46) C[C@H]1CN([C@@H](C)CO)C(=O)c2cc(NC(=O)Nc3cccc4ccccc34)ccc2O[C@@H]1CN(C)C(=O)Nc1cccc2ccccc12

entry no. | 43 | 44 | 45 | 46
ERAP1 inh | 0 | -3 | 5 | -3
E-sel inducer | -0.4 | 0.2 | -0.2 | 0.2
S100A4 MyoIIA | 1 | -5 | -1 | 3
RAD54 branch | · | 4 | 2 | -1
RAD52 inh | -16 | 4 | 0 | 3
Xi reactivation | 0.0 | 0.1 | 0.5 | 0.1
ERp5 block | 1 | 0 | -1 | 7
esBAF inh | · | -2 | 3 | 1

This is a random part of the collection. About 2.5% of those tested had a hit in this group.
